TRPC4 inh: inhibitors of mouse TRPC4 channel, primary screen, Fluo4 calcium, HEK293 TRPC4beta/mu-opioid cells; Short transient receptor potential channel 4 (Mus musculus), Q9QUQ5; DAMGO-evoked Fluo4 calcium flux; stronger effect = lower value; B-score at 10 µM; 0.39% of 300,000 active; AID 2247, 2010;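 active means B-score over 3 SD under the library average, no early fluorescence shift, positive overall ratio signal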
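Assay system: HEK293 cells with stable TRPC4beta plus mu-opioid receptor expression. Dosing: single dose. Measured by: Fluo4 Ca2+ flux fluorescence. Also added: DAMGO in two steps, submaximal then maximal. Read-out: B score from integrated Fluo4 fluorescence ratio.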
TRPC6 inh: mouse TRPC6 channel inhibitors, primary screen, cell-based, HEK293, membrane potential dye; Short transient receptor potential channel 6 (Mus musculus), Q61143; ACh-evoked depolarization; stronger effect = lower value; B-score at 10 µM; 1.1% of 310,000 active; AID 2553, 2010;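 active means B-score under library mean minus 3 SD, initial fluorescence not abnormally high, positive integrated signal ratio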;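 further: B-score derived from integrated fluorescence ratio over the kinetic read; more negative B-score means stronger inhibition of depolarization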
Target sequence (Q61143 whole entry, looked up): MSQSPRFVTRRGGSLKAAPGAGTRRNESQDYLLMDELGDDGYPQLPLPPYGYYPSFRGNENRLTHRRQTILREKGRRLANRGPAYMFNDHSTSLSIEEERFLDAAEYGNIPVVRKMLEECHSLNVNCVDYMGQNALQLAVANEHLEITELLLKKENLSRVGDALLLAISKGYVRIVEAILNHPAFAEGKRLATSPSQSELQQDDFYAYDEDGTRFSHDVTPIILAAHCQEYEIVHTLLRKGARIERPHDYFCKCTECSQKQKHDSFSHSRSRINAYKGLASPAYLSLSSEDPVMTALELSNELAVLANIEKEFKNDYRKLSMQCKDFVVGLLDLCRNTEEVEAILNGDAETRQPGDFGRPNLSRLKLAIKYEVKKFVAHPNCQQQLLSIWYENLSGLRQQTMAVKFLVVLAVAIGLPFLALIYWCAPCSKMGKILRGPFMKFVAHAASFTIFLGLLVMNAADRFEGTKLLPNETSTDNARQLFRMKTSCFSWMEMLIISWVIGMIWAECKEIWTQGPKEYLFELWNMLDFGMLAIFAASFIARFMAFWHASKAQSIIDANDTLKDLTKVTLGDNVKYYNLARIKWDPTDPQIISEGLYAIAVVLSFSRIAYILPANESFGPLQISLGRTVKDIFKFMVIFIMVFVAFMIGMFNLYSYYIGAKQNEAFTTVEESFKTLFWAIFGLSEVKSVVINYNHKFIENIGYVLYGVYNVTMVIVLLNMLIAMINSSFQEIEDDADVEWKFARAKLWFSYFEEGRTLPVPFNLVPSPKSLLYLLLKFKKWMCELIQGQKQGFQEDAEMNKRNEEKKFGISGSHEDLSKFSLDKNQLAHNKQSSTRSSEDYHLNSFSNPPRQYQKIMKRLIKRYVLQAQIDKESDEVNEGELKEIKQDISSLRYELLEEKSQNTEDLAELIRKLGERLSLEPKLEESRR
TRPC4 act: activators of mouse TRPC4 channel, primary screen, Fluo4 calcium, HEK293 TRPC4beta/mu-opioid cells; 0.49% of 310,000 active; Short transient receptor potential channel 4 (Mus musculus), Q9QUQ5; B-score at 10 µM; Fluo4 calcium fluorescence; stronger effect = higher value;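 active means B-score above 5 SD of library B-scores, and initial fluorescence ratio not above library mean plus 5 SD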;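 further: positive B-score marks a calcium rise read as TRPC4 activation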
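Technique: kinetic Fluo4 calcium fluorescence; Test system: TRPC4beta and mu-opioid receptor HEK293 stable cells; Measure: B-scored integrated calcium fluorescence ratio; Benchmarks: low control buffer alone, high control maximal DAMGO; Schedule: 45 min room-temperature Fluo4 loading, 110 s read.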
ANO1 block: TMEM16A chloride channel inhibitors, primary screen, cell-based, HTS; Anoctamin-1 (Mus musculus), Q8BHY3; HEK293 TMEM16A/YFP iodide influx fluorescence, ionomycin; normalized B-score (activity score, 25-100; higher = stronger inhibition) at 10 µM; 1.2% of 310,000 active; AID 588511, 2011;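 active means ratio plate-corrected score three or more library SD toward inhibition, starting fluorescence score within five deviations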;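 further: score derived from kinetic fluorescence span divided by baseline fluorescence per well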
MrgX1 antag: antagonists of human MrgX1 receptor, primary screen, HEK293 cells, Fluo-4 calcium flux. Mas-related G-protein coupled receptor member X1 (Homo sapiens), Q96LB2. BAM8-22 antagonism; stronger effect = lower value. B-score at 10 µM. 1.3% of 310,000 active. AID 588676, 2011;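 active means calcium-response B-score plate-corrected more than 3 library SD below zero, starting fluorescence within 5 deviations, no agonist response on first addition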;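 further: peak minus trough fluorescence over baseline after final BAM8-22 challenge near maximal dose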
TRPC6 activator: mouse TRPC6 channel activators, primary screen, cell-based, HEK293, membrane potential dye; Short transient receptor potential channel 6 (Mus musculus), Q61143; HEK293-TRPC6 membrane potential dye fluorescence; stronger effect = higher value; B-score at 10 µM; 0.13% of 310,000 active;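 active means B-score of the integrated fluorescence ratio above library mean plus 3 SD, and starting fluorescence ratio within library mean plus 5 SD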;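 further: higher score means more depolarization so channel activation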
MrgX1 ag: agonists of human MrgX1 receptor, primary screen, HEK293 cells, Fluo-4 calcium flux; Mas-related G-protein coupled receptor member X1 (Homo sapiens), Q96LB2; AID 588627, 2011; B-score at 10 µM; Fluo-4 calcium fluorescence, agonist mode; stronger effect = higher value; 0.44% of 310,000 active;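 active means calcium response B-score plate-corrected fluorescence ratio at least 3 library SD, with starting fluorescence B-score inside 5 SD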
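Material: MrgX1-expressing HEK293 cells / Dosing: compound as first of three additions / Incubation: overnight seeding, then 1 h dark dye loading / Signal: Fluo-4 NW calcium fluorescence / Evaluation: B-scored fluorescence response ratio / Benchmarks: positive and negative control wells on each plate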
TMEM16A act: TMEM16A chloride channel activators or potentiators, primary screen, cell-based, HTS | Anoctamin-1 (Mus musculus), Q8BHY3 | B-score at 10 µM | 0.3% of 340,000 active | HEK293 TMEM16A/YFP-H148Q/I152L, iodide quench fluorescence; stronger effect = lower value | AID 623877, 2012;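 active means fluorescence-ratio B-score plate-corrected deviation score at least 3 library SD below zero, with starting fluorescence score within 5 deviations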;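 further: channel opened by trigger with iodide after compound preincubation; score built on the fluorescence ratio of max minus min over baseline; more negative score means more quench and so TMEM16A activation or potentiation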
RGS4 block: RGS4 inhibitors, primary screen, cell-based, HEK293 M3R inducible RGS4, calcium flux; Fluo-4 calcium flux; stronger effect = higher value; triggered by carbachol at its EC20; B-score at 10 µM; 0.45% of 310,000 active;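 active means B-score, a plate-corrected calcium signal, over three deviations above library mean, with baseline fluorescence within five deviations of library mean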;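 further: RGS4 expression induced by doxycycline in cells with stable M3 receptor; B-score is computed from the integrated fluorescence ratio over baseline after carbachol; higher B-score means a larger calcium signal and so more RGS4 inhibition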
Target sequence (P49798 whole entry, looked up): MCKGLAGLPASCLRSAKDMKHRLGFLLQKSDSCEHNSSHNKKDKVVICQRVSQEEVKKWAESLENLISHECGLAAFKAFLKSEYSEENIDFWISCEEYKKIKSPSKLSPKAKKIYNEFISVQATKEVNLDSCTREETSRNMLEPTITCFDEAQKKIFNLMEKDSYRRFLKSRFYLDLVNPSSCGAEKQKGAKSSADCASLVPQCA
TRPC4 potent: positive allosteric modulators of TRPC4, primary screen, cell-based, mouse TRPC4beta, HEK293 mu-opioid, Fluo-4 calcium. Short transient receptor potential channel 4 (Mus musculus), Q9QUQ5. DAMGO EC20, Fluo-4 Ca2+ flux; stronger effect = higher value. B-score at 10 µM. 0.42% of 310,000 active;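 active means B-score of calcium response area above 5 SD of library B-scores, with initial fluorescence ratio within 5 SD of library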;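 further: B-score of integrated fluorescence ratio over time as area under calcium response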
MrgX1 allo act: positive allosteric modulators of MrgX1, primary screen, HEK293 cells, Fluo-4 calcium flux | Mas-related G-protein coupled receptor member X1 (Homo sapiens), Q96LB2 | FDSS; stronger effect = higher value | B-score at 10 µM | 0.63% of 310,000 active;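 active means plate-corrected calcium response at least 3 library SD above typical, normal starting fluorescence, not activating the receptor alone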;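 further: compound read alongside a low EC10 to EC30 dose of BAM8-22 agonist; peak minus trough fluorescence over baseline measured at the second addition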
* = called active by the depositor; i = inactive; . = no result given.

Compound | MrgX1 ag | MrgX1 antag | TRPC6 inh | TRPC4 inh | ANO1 block | TMEM16A act | TRPC4 act | RGS4 block | MrgX1 allo act | TRPC6 activator | TRPC4 potent
Cc1cccc(C(=O)OC2CCN(C)CC2)c1 | i | i | i | i | i | i | i | i | i | i | i
S=c1[nH]nc(-c2cccs2)n1/N=C/c1cccs1 | i | i | i | i | i | i | i | i | i | i | i
CC1CCCCN1CCNC(=O)c1cc2c(=O)n(C)c3ccccc3c2n1C (stereo not given) | i | i | i | i | i | i | i | i | i | i | i
CCCCOc1cccc(C(=O)NNC(=S)NC2CCCCC2)c1 | i | i | i | i | i | i | i | i | i | i | i
Cc1cc(-c2ccc(C)c(S(=O)(=O)NCc3ccc(Br)cc3)c2)on1 | i | i | i | i | i | i | i | i | i | i | i
COc1ccc(Cc2nnc(NC(=O)c3ccccc3C)s2)cc1 | i | i | i | i | i | i | i | i | i | i | i
Cn1c(C(O)c2ccccc2F)nc(Cl)c1Cl (stereo not given) | i | i | i | i | i | i | i | i | i | i | i
COC(=O)c1oc2ccc(Cl)cc2c1NC(C)=O | i | i | i | i | i | i | i | i | i | i | i
Cc1cc(Cl)ccc1OCc1nc(-c2ccncc2)no1 | i | i | i | i | i | . | i | i | i | i | i
COc1ccc(C(=O)N/C(=C\c2cc(OC)c(OC)cc2[N+](=O)[O-])C(=O)NCC(=O)O)cc1 | i | i | i | i | i | i | i | i | i | i | i
CCOc1ccc(-c2c(C)n([O-])c3c([n+]2=O)CCCCC3)cc1 | i | i | i | i | i | i | i | i | i | i | i
Cc1cc(-n2c(SCC(=O)Nc3ccc(Br)cc3)nc3n[nH]c(C)c3c2=N)ccc1Cl | i | i | i | i | i | i | i | i | i | i | i
O=C(NC1=NCCS1)c1ccncc1 | i | i | i | i | i | i | i | i | i | i | i
COc1ccc(C(=O)CN2C(=O)c3ccccc3C2=O)c(OC)c1 | i | i | i | i | i | i | i | i | i | i | i
Cc1cccc(NC(=O)CSCC(=O)Nc2ccccc2N2CCCCC2)c1 | i | i | i | i | i | i | i | i | i | i | i
Cc1c(-n2c(=S)[nH]c3ccccc3c2=O)c(=O)n(-c2ccccc2)n1C | i | i | i | i | i | i | i | i | i | i | i
Brc1ccc(OCCCCN2CCCCC2)cc1 | i | i | i | i | i | i | i | i | i | i | i
COc1cccc(NC(=O)C2CC(=O)N/C(=N/NC(=O)c3ccc(C)cc3)S2)c1 (stereo not given) | i | i | i | i | i | i | i | i | i | i | i
O=C(CSc1nnc(-c2cccs2)n1-c1ccccc1)c1ccc2c(c1)OCCO2 | i | i | i | i | i | i | i | i | i | i | i
CC1=C(C(=O)Nc2cc(C(=O)N(C)Cc3ccccc3)ccc2C)SCCO1 | i | i | i | i | i | i | i | i | i | i | i

Compound | MrgX1 ag | MrgX1 antag | TRPC6 inh | TRPC4 inh | ANO1 block | TMEM16A act | TRPC4 act | RGS4 block | MrgX1 allo act | TRPC6 activator | TRPC4 potent
Cc1cc(C)n(CC(=O)N2CCCC(N3CCN(c4ccccc4C)CC3)C2)n1 (stereo not given) | i | i | i | i | i | i | i | i | i | i | i
COc1cc(OC)c(S(=O)(=O)Nc2ccccc2NC(=O)CN2CCOCC2)cc1NC(C)=O | i | i | i | i | i | i | i | i | i | i | i
O=C(Cn1c2ccc(F)cc2c2nc3n(c(=O)c21)CCS3)N1CCCC1 | i | i | i | i | i | i | i | i | i | i | i
Cc1nonc1CN(C)C(=O)c1ccc(OC2CCN(Cc3ccccn3)CC2)cc1 | i | i | i | i | i | i | i | i | i | i | i
CCOc1cc(CN2CCN(c3ccc(C(C)=O)cc3)CC2)ccc1OC | i | i | i | i | i | i | i | i | i | i | 11*
O=C(O)CCC(=O)Nc1cccc(-c2nc3ccccc3o2)c1 | i | i | i | i | i | i | i | i | i | i | i
COc1cccc(/C=N/N2C(=O)NC3(CCCCC3)C2=O)c1O | i | i | i | i | i | i | i | i | i | i | i
CCn1c(C)[n+](CCCS(=O)(=O)[O-])c2cc(Cl)c(Cl)cc21 | i | i | i | i | i | i | i | i | i | i | i
Cc1ccc(C)c(N(C)C(=O)c2ccc3c(=O)n4c(nc3c2)CCCCC4)c1 | i | i | i | i | i | i | i | i | i | i | i
COC1=NS(=O)(=O)c2ccccc21 | i | i | i | i | i | i | i | i | i | i | i
CCc1cc2cc(C)cc(C)c2nc1SCC(=O)Nc1cc(C)on1 | i | i | i | i | i | i | i | i | i | i | i
O=C(Nc1ncc([N+](=O)[O-])s1)c1ccc2c(c1)OCO2 | i | i | i | i | 100* | i | i | i | i | i | i
CCCN(CCC)C(=O)Nc1ccc(F)cc1F | i | i | i | i | i | i | i | i | i | i | i
Cc1ccc(-c2cc(Cc3ccncc3)c(=O)[nH]n2)cc1 | i | i | i | i | i | i | i | i | i | i | i
O=[N+]([O-])c1ccccc1/C=N\Nc1nccs1 | i | i | i | i | i | i | i | i | i | i | i
CC(=O)N/C(=C\c1ccc(C)cc1)C(=O)O | i | i | i | i | i | i | i | i | i | i | i
CSc1nncn1/N=C/c1ccc([N+](=O)[O-])cc1 | i | i | i | i | i | i | i | i | i | i | i
COc1ccc(OC)c(NC(=O)CN2C(=O)NC3(CCOc4ccccc43)C2=O)c1 (stereo not given) | i | i | i | i | i | i | i | i | i | i | i
COc1cc(OC)nc(NC(=O)NS(=O)(=O)c2ccccc2Cl)n1 | i | i | i | i | i | i | i | i | i | i | i
Brc1ccccc1OCCNCc1ccccc1 | i | i | i | i | i | i | i | i | i | i | i

Compound | MrgX1 ag | MrgX1 antag | TRPC6 inh | TRPC4 inh | ANO1 block | TMEM16A act | TRPC4 act | RGS4 block | MrgX1 allo act | TRPC6 activator | TRPC4 potent
CC(=O)c1sc(NC(=O)c2cccnc2Cl)nc1C | i | i | i | i | i | i | i | i | i | i | i
CC(=O)NC1=NN(C(C)=O)C(C)(c2ccc(C)cc2)S1 (stereo not given) | i | i | i | i | i | i | i | i | i | i | i
Cc1ccc(C(=O)Nc2ccccc2N2CCCC2)cc1 | i | i | i | i | i | i | i | i | i | i | i
Cc1ccnc(NS(=O)(=O)c2ccc(NC(=O)c3oc4ccccc4c3C)cc2)n1 | i | i | i | i | i | i | i | i | i | i | i
Fc1ccccc1Nc1nc(NCc2ccco2)nc(N2CCOCC2)n1 | i | i | i | i | i | i | i | i | i | i | i
CN(C(=O)c1ccc2c(c1)CCO2)C(C)(C)C | i | i | i | i | i | i | i | i | i | i | i
O=C(O)C1Cc2ccccc2CN1C(=O)CCl (stereo not given) | i | i | i | i | i | i | i | i | i | i | i
O=C(Nc1ccccc1C(=O)NCc1ccco1)c1ccccc1 | i | i | i | i | i | i | i | i | i | i | i
Cc1ccc2nc3c(cc(C(=O)NCC4CCCO4)c(=N)n3CCCOC(C)C)c(=O)n2c1 (stereo not given) | i | i | . | . | i | i | . | . | i | . | .
CCc1ccc(-n2c(SCC(=O)c3ccc4c(c3)NC(=O)CO4)nc3ccccc3c2=O)cc1 | i | i | i | i | i | i | i | i | i | i | i
COc1ccc(S(=O)(=O)N[C@H](C(=O)O)C(C)C)cc1 | i | i | i | i | i | i | i | i | i | i | i
O=S(=O)(Nn1cnnc1)c1ccc2ccccc2c1 | i | i | i | i | i | i | i | i | i | i | i
CC(C)(Oc1ccc(Cl)cc1)C(=O)Nc1ccc2oc(-c3ccncc3)nc2c1 | i | i | i | i | i | i | i | i | i | i | i
CCn1c(SC(C)C(=O)OC)nnc1-c1c[nH]c2ccccc12 (stereo not given) | i | i | i | i | i | i | i | i | i | i | i
O=C(O)CC1S/C(=N\N=C/c2ccccc2)N(c2ccc(O)cc2)C1=O (stereo not given) | i | i | i | i | i | i | i | i | i | i | i
CC(=O)Nc1ccc(NC(=O)C2CCCN(c3nnc(-n4cccc4)s3)C2)cc1 (stereo not given) | i | i | i | i | i | i | i | i | i | i | i
Cc1ccc(C2=NN(S(C)(=O)=O)C(c3cccs3)C2)cc1 (stereo not given) | i | i | i | i | i | i | i | i | i | i | i
O=C(CNC(=O)C1CCCCC1)NNC(=O)c1ccccc1Br | i | i | i | i | i | i | i | i | i | i | i
Cc1[nH]c2ccccc2c1C(=O)C(=O)N1CCOCC1 | i | i | i | i | i | i | i | i | i | i | i
Cc1cc(N2CCN(c3ccccc3)CC2)nc(-c2ccccc2O)n1 | i | i | i | i | i | i | i | i | i | i | i

Compound | MrgX1 ag | MrgX1 antag | TRPC6 inh | TRPC4 inh | ANO1 block | TMEM16A act | TRPC4 act | RGS4 block | MrgX1 allo act | TRPC6 activator | TRPC4 potent
COc1cc(/C=C2\SC(=O)N(c3ccccc3Cl)C2=O)cc([N+](=O)[O-])c1O | . | . | i | -9* | . | i | i | i | . | i | i
CCOC(=O)c1cnn(-c2ncnc3c2cnn3C)c1N | i | i | i | i | i | i | i | i | i | i | i
Cc1nc([N+](=O)[O-])cn1CC(=O)Nc1ccc([N+](=O)[O-])cc1 | i | i | i | i | i | i | i | i | i | i | i
Cc1cccnc1NC(=O)Nc1ccccc1 | i | i | i | i | i | i | i | i | i | i | i
CCOc1ccc(NS(=O)(=O)c2ccc(NC(C)=O)c(OC)c2)cc1 | i | i | i | i | i | i | i | i | i | i | i
CCCCCCCn1ccc(=N)cc1 | i | i | i | i | i | i | i | i | i | i | i

Screening results: PubChem, Johns Hopkins Ion Channel Center
